Lamin A splicing = modulators of lamin A splicing | Potency, µM (titrated, usually from 46.1 µM), for inactives: top-dose ratio change, negative = inhibition, most hits filed as inhibitors | actives 0.01% (n = 200,000) | HeLa LMNA splicing GFP/RFP minigene ratio, 48 h; active = well fitted inhibition curve with a large enough effect in the signal ratio, with a control signal flat, not every such curve was filed as active; inconclusive = small, poorly fitted or top-dose-only effect, or effect the other way, or a change in a side signal; the % refers to the signal ratio; also: potency is read from the fitted curve at half-maximal effect; % is scaled to controls: 0 for no effect and ±100 for the full control effect
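Read-out is the ratio of GFP to DsRed2 object intensity, acquired by 488 nm laser-scanning cytometry on HeLa lamin A-EGFP minigene reporter cells. Compound incubation 48 hrs at 37 °C in Opti-MEM with 2% FBS; DMSO 0.5% final.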
HTT ATP protect = Huntington cell model cytoprotection by ATP luminescence; PC12 HTT-Q103 induced, cytoprotection, ATP luminescence, 40 h; Potency, µM (doses to about 56.4 µM), for inactives: cytoprotection (ATP increase), actives largely listed as activators; actives 0.14% (n = 230,000);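 also: potency is read from the fitted curve at half-maximal effect; % of control where 0% means no effect; nearly all actives have a fitted effect of over 45% in size; toxic huntingtin expression switched on by the ecdysone agonist tebufenozide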
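Readout: ATPlite luminescence (ATP level). Model: stable PC12, inducible Htt exon1 Q103-GFP. Inducer: tebufenozide, 100 nM final. Compounds: dose series. No G418 in medium.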
GAA inh = blocks human lysosomal alpha-glucosidase. P10253. purified human GAA, 4-MU-alpha-glucoside fluorescence. Potency, µM (highest dose often 76.9 µM), without a hit: top-dose activity change, negative = inhibition, hits mostly inhibitors. actives 0.005% (n = 200,000). AID 1466;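 also: potency is read from the fitted curve at half-maximal effect; plate controls were uninhibited enzyme wells for no effect and no-enzyme background for full effect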
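Fluorogenic assay: 4 nM human alpha-glucosidase with 400 uM 4-methylumbelliferyl-alpha-D-pyranoside in 50 mM citrate/phosphate, 0.005% Tween-20, pH 5.0, 20 min at room temperature. Compounds tested up to 77 uM; AC50 from Hill fits.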
CBFb RUNX1 block = inhibitors of human CBF-beta and RUNX1 interaction; 230,000 tested, under 10 active; Potency, µM (series often up to 59.8 µM), for the others: at the top dose activity, negative = inhibition, actives largely listed as inhibitors; AlphaScreen CBFb-His/RUNX1-biotin binding, biochemical; Q01196+Q13951; also: % of control where 0% means no effect
Target sequence (Q01196 whole entry, looked up): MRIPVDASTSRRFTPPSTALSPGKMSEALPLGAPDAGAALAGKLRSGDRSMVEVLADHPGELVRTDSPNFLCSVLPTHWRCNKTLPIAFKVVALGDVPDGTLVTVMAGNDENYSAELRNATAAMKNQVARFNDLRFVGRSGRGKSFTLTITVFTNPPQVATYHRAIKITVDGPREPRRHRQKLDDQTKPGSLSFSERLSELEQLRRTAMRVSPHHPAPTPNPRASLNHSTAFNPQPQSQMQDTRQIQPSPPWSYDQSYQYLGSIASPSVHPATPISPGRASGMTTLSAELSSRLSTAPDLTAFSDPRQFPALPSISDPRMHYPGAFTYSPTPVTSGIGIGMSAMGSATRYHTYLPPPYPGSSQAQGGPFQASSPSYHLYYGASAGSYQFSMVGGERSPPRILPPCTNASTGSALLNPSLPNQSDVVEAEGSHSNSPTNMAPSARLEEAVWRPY
Target sequence (Q13951 whole entry, looked up): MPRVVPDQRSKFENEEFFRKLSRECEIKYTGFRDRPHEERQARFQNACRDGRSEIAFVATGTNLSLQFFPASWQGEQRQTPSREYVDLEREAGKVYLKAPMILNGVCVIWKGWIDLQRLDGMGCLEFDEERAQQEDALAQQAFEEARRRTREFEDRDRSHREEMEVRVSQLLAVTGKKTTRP
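Read-out: AlphaScreen. Format: His-CBF-beta with biotinylated RUNX1 (30 nM each) preincubated 20 min, compound 15 min, Ni-chelate plus streptavidin beads 90 min; room temperature throughout.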
HttQ103 aggreg = mutant huntingtin aggregation inhibition. Potency, µM (highest dose often 46.1 µM), for the others: top-dose activity change, negative = inhibition, most hits filed as inhibitors. actives 1.1% (n = 220,000). AID 1688. PC12 HttQ103-GFP aggregates, Acumen cytometry, 40 h; also: potency is read from the fitted curve at half-maximal effect; % is scaled to controls: 0 for no effect and ±100 for the full control effect; nearly all actives have a fitted effect of over 60% in size
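Aggregate formation scored by laser-scanning cytometer (488 excitation, 500–530 emission) in lysed PC12 cells expressing Q103-GFP after 100 nM tebufenozide induction; library tested in dose series, with ATPLite reagent added in the multiplex.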
GAA glycogen = alters human alpha-glucosidase cleavage of glycogen; Potency, µM (doses to about 76.4 µM), for inactives: at the top dose activity change, negative = inhibition, actives largely listed as inhibitors; actives 0.38% (n = 300,000); recombinant GAA, glycogen substrate, Amplex Red glucose oxidase fluorescence; AID 2100; P10253;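 also: potency is read from the fitted curve at half-maximal effect; 0% = full enzyme reaction and -100% = no-enzyme basal signal; the screen sought inhibitors and activators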
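Recombinant human enzyme (4 nM); glycogen substrate; 37 C, 40 min, pH 5.0. Readout: coupled glucose oxidase/Amplex Red fluorescence.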
GAA spleen mod = inhibits or activates alpha-glucosidase in human spleen homogenate | AID 2112 | human spleen homogenate, 4-MU-alpha-glucoside fluorescence | actives 0.006% (n = 240,000) | Potency, µM (series often up to 79.9 µM), for inactives: top-dose activity change, negative = inhibition, actives largely listed as inhibitors;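 also: potency is read from the fitted curve at half-maximal effect; 0% = enzyme with vehicle and -100% = no enzyme basal signal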
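AC50 values come from Hill-equation fits of concentration-response data, normalized to no-enzyme and full-activity controls. Enzyme source: 1 ug human spleen homogenate; 1 mM fluorogenic 4-MU glucoside, pH 5.0 citrate buffer, 37 C, 40 min.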
Numbers without * were called inactive; ? = inconclusive; . = not tested or not shown; & = joins results of further samples; [ ] = dose if it differs, or a comment. Unless noted, calls follow the shape of the dose curve; as a rule, active = well fitted curve in the direction sought with a large enough effect; inconclusive = small, poorly fitted or top-dose-only effect, or another doubt; inactive = no such curve, though single readings can be large; an effect the other way counts as inactive or inconclusive.

SMILES | Lamin A splicing | HTT ATP protect | GAA inh | CBFb RUNX1 block | HttQ103 aggreg | GAA glycogen | GAA spleen mod
CCN(CC)c1ccc(C2C3CCCCC3(O)CCN2C(=O)c2cccs2)cc1 (centres undefined) | -2% | -7%[10 µM] | -8% | 3% | -5% | -12% | 0%
CCOc1ccc(C(=S)N2CCCC2)cc1OC | 0% | -2%[10 µM] | -5% | 10% | 22% | 4% | 0%
Cc1cc(C)cc(NC(=O)CSc2nnc(-c3ccccc3C)o2)c1 | -4% | -7% | -1% | -1% | -18% | 12% | 2%
COc1ccc(N2CCN(C(=O)c3cccc(Cn4cc(Cl)cn4)c3)CC2)cc1 | ? | -2% | 0% | -9% | -20% | -2% | 0%
CCOC(=O)c1ccc(Nc2cc(C)nc(-c3ccccc3O)n2)cc1 | -5% | -30% | -2% | 13% | -15% | -9% | -8%
O=C(c1cccc(-n2cnnn2)c1)N1CCOCC1 | -1% | -27% | -16% | -1% | 1% | -6% | -1%
COc1cc(C(=O)OCC(=O)Nc2c(F)cccc2F)cc(OC)c1C | ? | 16% | 8% | -18% | 6% | 3% | 2%
C=CCOC(=O)/C(=C\C=C\c1ccccc1)NC(=O)c1ccccc1 | -15% | -7%[10 µM] | -3% | 9% | -19% | -1% | -6%
Cc1cc(C(=O)Nc2nnc(C(F)(F)F)s2)no1 | -6% | 12%[10 µM] | -1% | 2% | -14% | -2% | -5%
N#Cc1c(NC(=O)CSc2nnc(-c3ccccc3O)n2-c2ccccc2)sc2c1CCCC2 | -2% | 6% | -3% | 4% | 7% | 6% | -3%
COc1ccc(C2C(=O)c3ccccc3C2=O)cc1 | ? | 0% | -6%[15.4 µM] | 6%&-14% | 15%&10% | -19% | 2%&11%
COC(=O)COc1cccc(NC(=O)c2cc(OC)cc(OC)c2)c1 | 3%[46 µM] | -41%[inhibitor] | -3% | 6% | 18% | -6% | 6%
CCOC(=O)c1cnn2c(C(F)(F)F)cc(-c3ccccc3)nc12 | 2% | -5% | 7% | 8% | 2% | -4% | 6%
COCCn1c(SCC(=O)N(C)C2CCS(=O)(=O)C2)nc2ccccc2c1=O (centres undefined) | 5%[46 µM] | -24%[1.9 µM] | 14% | 3% | 15%[9.22 µM] | 25% | 6%
Nn1c(SCC(=O)N2CCN(S(=O)(=O)c3ccc(Cl)cc3)CC2)nnc1-c1cccs1 | -8% | 7% | ? | 5% | -13% | -16% | -15%
COc1ccccc1CNc1ncnc2cc(Cl)ccc12 | ? | -4% | 8% | 1% | 2%[9.22 µM] | 16% | 0%
CCOc1ccccc1/C=C(/NC(=O)c1ccccc1)C(=O)NC(C)c1ccccc1 (centres undefined) | -4% | -10%[10 µM] | -5% | 12% | 9% | 1% | -2%
O=C(NC1CCCCC1)c1ccc(S(=O)(=O)NCc2cccnc2)cc1 | ? | -8%[10 µM] | 9% | -4% | ? | -6% | -8%
CCOC(=O)C1(S(=O)(=O)c2ccc(Cl)cc2)CCN(Cc2ccc(C)cc2)CC1 | 10% | -20% | 1% | 3% | -22% | -18% | -6%
COc1cc(N)c(Cl)cc1C(=O)CCC1CCN(CCNS(C)(=O)=O)CC1 | . | -27%&14% | . | 5% | . | . | 2%&0%

Whole records from above.
Profile of CCN(CC)c1ccc(C2C3CCCCC3(O)CCN2C(=O)c2cccs2)cc1 (centres undefined) = Lamin A splicing = -2%; HTT ATP protect = -7%[10 µM]; GAA inh = -8%; CBFb RUNX1 block = 3%; HttQ103 aggreg = -5%; GAA glycogen = -12%; GAA spleen mod = 0%
Profile of N#Cc1c(NC(=O)CSc2nnc(-c3ccccc3O)n2-c2ccccc2)sc2c1CCCC2 = Lamin A splicing = -2%; HTT ATP protect = 6%; GAA inh = -3%; CBFb RUNX1 block = 4%; HttQ103 aggreg = 7%; GAA glycogen = 6%; GAA spleen mod = -3%

Next section:
SMILES | Lamin A splicing | HTT ATP protect | GAA inh | CBFb RUNX1 block | HttQ103 aggreg | GAA glycogen | GAA spleen mod
CC(C)[C@H](CO)Nc1nc(Nc2cccc(Cl)c2)c2ncn(C(C)C)c2n1 | . | ? | . | 1%[21.7 µM] | . | . | 8%
CC(C)[C@@H](CC(=O)N[C@@H]1CCNC[C@H]1C(=O)N[C@H](CC(=O)N[C@@H](CCC(=O)O)CC(=O)O)Cc1c[nH]c2ccccc12)NC(=O)C[C@H](Cc1c[nH]c2ccccc12)NC(=O)[C@@H]1CNCC[C@H]1N | . | -3% | . | 10% | . | . | -6%
Nc1nonc1C(=O)N1CCCC1 | -1%[46 µM] | -8%[10 µM] | ? | 0% | -11%[9.22 µM] | 6% | 2%
COc1ccc(Nc2nnc(SC(C(=O)Nc3ccc(OC)c(Cl)c3)c3ccccc3)s2)cc1 (centres undefined) | ? | . | 2% | 4% | -6% | -4% | -9%
C=CCNC(=O)Nc1ccc2oc(C)nc2c1 | 13% | 1% | -4% | 2% | 4% | -13% | -1%
CN(Cc1cnccn1)C(=O)CC1C(=O)NCCN1Cc1c(F)cccc1Cl (centres undefined) | . | 0%[10 µM] | . | 5% | -3%[9.22 µM] | -5% | 1%
CSc1nnc(-c2ccccc2)n1C | 2% | -1%[10 µM] | -1% | 4% | 5% | 5% | -2%
Cc1nn(C(C)C(=O)N/N=C/c2ccc(N(C)C)cc2)c(C)c1[N+](=O)[O-] (centres undefined) | . | -21%[10 µM] | . | -4% | -23%[9.22 µM] | 10% | -3%
CC(C)N=C1NN=C(c2cccs2)CS1 | -2%[46 µM] | -49% | -12% | 2% | -8% | -10% | 6%
CC(C)(C)c1ccc(Cn2nnc3c(=O)[nH]c(C4CCCN(C(=O)Cc5cccs5)C4)nc32)cc1 (centres undefined) | ? | 23%[10 µM] | -5% | 2% | -18% | -10% | -14%
O=c1c(-c2nn[nH]n2)coc2ccc(Cl)cc12 | -4%[9.22 µM] | -23% | 6% | -28% | 7%[9.22 µM] | -7% | -3%
COCCn1nnnc1C(c1ccc(OC)cc1)N1CCN(c2ccccc2F)CC1 (centres undefined) | -6% | 4%[10 µM] | -7% | 5% | 6% | 0% | -5%
CCOc1cc2[nH]c(=O)n(CCCCCC(=O)NCc3ccco3)c(=O)c2cc1OCC | 7% | 10% | 2% | 5% | -23% | 5% | 5%
O=C(CCCn1c(SCc2cc(=O)n3ccccc3n2)nc2ccccc2c1=O)NCC1CCCO1 (centres undefined) | . | -5% | -2% | 1% | -8% | -14% | -1%
O=[N+]([O-])c1ccc(S(=O)(=O)N/N=C/c2ccco2)cc1 | . | 3% | -12% | 2% | -6% | -11% | 2%
CN(C)S(=O)(=O)c1cccc(NC(=O)COC(=O)c2ccc3c(c2)OCO3)c1 | 5% | 23%[10 µM] | 4% | 4% | 10% | -2% | 2%
O=C(O)CCNC(=S)Nc1cccc(F)c1 | . | 23%[10 µM] | . | 1% | -8%[9.22 µM] | 0% | 10%
CC(C)c1ccc(/C=C/C(=O)N2CCc3ccccc3C2)cc1 | ? | -1%[10 µM] | 6% | 0% | ? | -4% | 1%
Cn1c(C(=O)N2CCCCCC2)cc2c(=O)n(C)c3ccccc3c21 | 0% | -22% | ? | 1% | -5% | 4% | -1%
O=C(Nc1c(-c2ccccc2)nc2ncccn12)c1cc2ccccc2oc1=O | 10% | . | 4% | 2%[2.36 µM] | -12% | -1% | 0%

2 consecutive compounds from above:
SMILES | Lamin A splicing | HTT ATP protect | GAA inh | CBFb RUNX1 block | HttQ103 aggreg | GAA glycogen | GAA spleen mod
CC(C)[C@H](CO)Nc1nc(Nc2cccc(Cl)c2)c2ncn(C(C)C)c2n1 | . | ? | . | 1%[21.7 µM] | . | . | 8%
CC(C)[C@@H](CC(=O)N[C@@H]1CCNC[C@H]1C(=O)N[C@H](CC(=O)N[C@@H](CCC(=O)O)CC(=O)O)Cc1c[nH]c2ccccc12)NC(=O)C[C@H](Cc1c[nH]c2ccccc12)NC(=O)[C@@H]1CNCC[C@H]1N | . | -3% | . | 10% | . | . | -6%

Additional entries follow:
SMILES | Lamin A splicing | HTT ATP protect | GAA inh | CBFb RUNX1 block | HttQ103 aggreg | GAA glycogen | GAA spleen mod
CCOC(=O)c1c(-c2ccc(Cl)cc2)c(C#N)c(=O)n(N)c1N | 13% | 17%[10 µM] | 13% | 8% | -1% | -5% | 0%
CC1=NC(C)(C)Cc2ccccc21 | 10% | -7% | -2% | -1% | -12% | 4% | 0%
Cc1nc(N2CCN(C)CC2)c2cc(-c3ccccc3)sc2n1 | -7%[46 µM] | -26% | -4% | 0% | 30% | -1% | -1%
CN1C(=O)/C(=C/c2ccc(O)c([N+](=O)[O-])c2)NC1=S | ? | 2%[10 µM] | -2% | -14% | 18%[9.22 µM] | 4% | -5%
Cc1cccc(OCCn2c(=O)oc3ccc(C)cc32)c1 | . | 2%[10 µM] | 7% | -10% | -1%[9.22 µM] | 9% | -9%

High-throughput results as filed in PubChem.
